Screening data as filed in PubChem BioAssay.
LMNA splice mod = LMNA splicing modulation. Potency, µM (top dose mostly 46.1 µM), without a hit: at the top dose ratio change, negative = inhibition, usual class: inhibitors. actives 0.01% (n = 200,000). HeLa LMNA splicing GFP/RFP minigene ratio, 48 h. AID 1487; active means well fitted inhibition curve with a large enough effect in the signal ratio, with a control signal flat, not every such curve was filed as active; inconclusive means small, poorly fitted or top-dose-only effect, or effect the other way, or a change in a side signal; the % refers to the signal ratio; further: potency means the concentration at half of the fitted maximal effect; on the % scale 0 is the no-effect control and ±100 the full control effect
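Read-out is the ratio of GFP to DsRed2 object intensity, acquired by 488 nm laser-scanning cytometry on HeLa lamin A-EGFP minigene reporter cells. Compound incubation 48 hrs at 37 °C in Opti-MEM with 2% FBS; DMSO 0.5% final.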
HttQ103 aggreg = reduces HttQ103-GFP aggregates in PC12 cells; PC12 HttQ103-GFP aggregates, Acumen cytometry, 40 h; Potency, µM (titrated, usually from 46.1 µM), inactives show at the highest dose activity change, negative = inhibition, actives largely listed as inhibitors; actives 1.1% (n = 220,000); further: potency means the concentration at half of the fitted maximal effect; on the % scale 0 is the no-effect control and ±100 the full control effect; nearly all actives have a fitted effect of over 60% in size
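Using laser scanning cytometry, GFP-positive aggregates were counted after lysis of PC12 cells induced with 100 nM tebufenozide to express HTT exon 1 Q103–GFP. Compounds were tested in titration.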
HTT ATP protect = cytoprotection in Huntington HTT-Q103 PC12 cell model. actives 0.14% (n = 230,000). AID 1471. PC12 HTT-Q103 induced, cytoprotection, ATP luminescence, 40 h. Potency, µM (titrated, usually from 56.4 µM), without a hit: cytoprotection (ATP increase), usual class: activators;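 further: potency means the concentration at half of the fitted maximal effect; % of control where 0% means no effect; nearly all actives have a fitted effect of over 45% in size; toxic huntingtin expression switched on by the ecdysone agonist tebufenozide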
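Cells were plated at 1500 per well in phenol red-free DMEM with 5% equine and 5% calf serum. Tebufenozide (100 nM final) and compounds were added, then ATPlite reagent, and luminescence was read.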
Luc counter = blocks Kinase-Glo luciferase, a counter-screen artifact; Potency, µM (titrated, usually from 38.3 µM), for the others: at the highest dose activity change, negative = inhibition, actives largely listed as inhibitors; actives 0.28% (n = 200,000); Q27757; Kinase-Glo luciferase, ATP luminescence, 8 min; further: potency means the concentration at half of the fitted maximal effect; on the % scale 0 is the no-effect control and ±100 the full control effect; nearly all actives have a fitted effect of over 60% in size
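Light output from Kinase-Glo luciferase with luciferin and 10 uM ATP in 50 mM imidazole pH 7.2, KCl, MgCl2, Tween 20, BSA; compound pin-delivered, 8-min ambient incubation, then luminescence read.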
CBFb RUNX1 block = CBF-beta/RUNX1 interaction disruption. 230,000 tested, under 10 active. Potency, µM (titrated, usually from 59.8 µM), without a hit: at the top dose activity, negative = inhibition, usual class: inhibitors. Q01196+Q13951. AlphaScreen CBFb-His/RUNX1-biotin binding, biochemical; further: % of control where 0% means no effect
Target sequence (Q01196 whole entry, looked up): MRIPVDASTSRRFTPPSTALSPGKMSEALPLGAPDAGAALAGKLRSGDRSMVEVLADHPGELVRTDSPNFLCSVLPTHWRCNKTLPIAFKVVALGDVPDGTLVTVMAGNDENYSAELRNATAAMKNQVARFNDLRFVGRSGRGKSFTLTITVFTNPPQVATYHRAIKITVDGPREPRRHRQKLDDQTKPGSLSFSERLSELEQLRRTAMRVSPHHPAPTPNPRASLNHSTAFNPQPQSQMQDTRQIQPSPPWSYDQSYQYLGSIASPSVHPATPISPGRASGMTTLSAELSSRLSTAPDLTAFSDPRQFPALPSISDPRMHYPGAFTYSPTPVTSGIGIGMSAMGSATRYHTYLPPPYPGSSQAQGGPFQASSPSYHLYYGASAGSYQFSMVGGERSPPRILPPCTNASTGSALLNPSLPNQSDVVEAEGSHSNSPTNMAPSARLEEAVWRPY
Target sequence (Q13951 whole entry, looked up): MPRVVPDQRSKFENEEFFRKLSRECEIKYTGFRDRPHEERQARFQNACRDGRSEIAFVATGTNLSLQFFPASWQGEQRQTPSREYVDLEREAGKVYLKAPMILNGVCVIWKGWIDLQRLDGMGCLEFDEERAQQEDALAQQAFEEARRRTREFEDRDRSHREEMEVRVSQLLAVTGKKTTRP
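AlphaScreen proximity signal reports loss of binding between His-tagged CBF-beta and biotin-labelled RUNX1, each at 30 nM. Proteins are pre-associated for 20 minutes, compounds added for 15 minutes, then beads for 90 minutes, all at ambient temperature.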
SMN2 splice up = enhancers of SMN2 splice variant expression | HEK293 SMN2-luciferase splicing reporter, luminescence, 30-36 h | Potency, µM (top dose mostly 46.1 µM), without a hit: at the highest dose activity change, positive = activation, actives largely listed as activators | actives 2.8% (n = 210,000) | AID 1458; further: potency means the concentration at half of the fitted maximal effect; % of control where 0% means no effect; nearly all actives have a fitted effect of over 55% in size
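HEK293 cells carry an SMN2 […]–luciferase reporter in which exon 7 inclusion puts luciferase in frame. Cells were plated 10-12 h before compound addition, then incubated 30-36 h at 37C. ONE-Glo luminescence was read; sodium butyrate at 4.5 mM final served as control.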
IMPase Li cell = IMPase inhibition in cells with lithium potentiation; CHO-M1 cells, IP1 TR-FRET (IP-One), carbachol + lithium; Potency, µM (highest dose often 59.4 µM), for the others: top-dose activity, negative = IMPase inhibition, actives largely listed as inhibitors; actives 0.35% (n = 210,000);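 further: IP1 builds up when IMPase is blocked and the TR-FRET signal falls; potency means the concentration at half of the fitted maximal effect; plate controls were basal vehicle for no effect and high inhibitor control for full effect; nearly all actives have a fitted effect of over 50% in size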
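CHO-M1, 2000 cells/well, 16–30 h culture; cpd + low Li+, 30 min 37C; lysis with d2-IP1/Eu-anti-IP1 Ab, 10 min RT; TR-FRET 665/620 ratio and 620 channel; AC50 via Hill.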
The depositor's hits bear a star; ? = inconclusive; nt = not tested or not shown; & = joins results of further samples; [ ] = another dose, or the depositor's remark. Unless noted, the call rests on the fitted dose curve; in most records, active means well fitted curve in the direction sought with a large enough effect; inconclusive means small, poorly fitted or top-dose-only effect, or another doubt; inactive means no such curve, though single readings can be large; an effect the other way counts as inactive or inconclusive.

canonical_smiles	LMNA splice mod	HttQ103 aggreg	HTT ATP protect	Luc counter	CBFb RUNX1 block	SMN2 splice up	IMPase Li cell
Cc1cc(C)nc(Nc2n[nH]c(C)n2)n1	?	-6%[9.22 µM]	-5%[10 µM]	-1%	1%	nt	3%
O=C(NNC(=O)c1nn(-c2ccc(F)cc2)ccc1=O)c1ccc(Cl)cc1	nt	-13%[9.22 µM]	-17%[10 µM]	nt	9%	nt	nt
COc1ccccc1NC(=O)/C(=C\c1cccs1)NC(=O)c1ccco1	nt	-6%[9.22 µM]	3%[10 µM]	nt	6%	nt	nt
CN(C)c1ncc2nc(-c3cn(C)c4ccccc34)c(=O)n(C[C@H]3CCCO3)c2n1	4%	nt	-28%	nt	nt	nt	0%
C=CC1=C(C(=O)O)N2C(=O)[C@@H](NC(=O)/C(=N\OCC(=O)O)c3csc(N)n3)[C@@H]2SC1	?	-3%[20.6 µM]	?	2%[17.1 µM]	-20%[21.7 µM]	3%[20.6 µM]	-7%
COc1ccc(-c2csc(C3=C(O)CN(Cc4ccc(Cl)cc4)C3=N)n2)cc1OC	?	?	-3%	0%	2%	-20%	27%[38.3 µM]
CCCNC(=O)c1nnsc1Sc1ccc(Cl)cc1	-5%[9.22 µM]	-18%	-24%	-1%	14%	-4%	4%
CSc1nnc(Cc2cc(=O)[nH]c(=O)[nH]2)n1-c1cc(C)ccc1C	-8%	12%	15%[10 µM]	5%	6%	7%	-3%
CCS(=O)(=O)CCSc1nc2c(cc1C#N)CCCC2	6%	4%	2%	1%	7%	27%	28%[38.3 µM]
CCOc1ccc(C(=O)Nc2ccccc2-c2ccccc2)cc1Cl	-7%[0.0737 µM]	-1%	-21%	2%	18%	-15%	-10%[38.3 µM]
COc1c(Cl)cc(Cl)cc1CNCCO	?	13%[9.22 µM]	-72%[inhibitor]	-3%	5%	-3%	-5%
COc1ccccc1N1C(=O)C2C(c3ccccc3F)NN(C(=O)c3ccc(C)cc3)C2C1=O (centres undefined)	-5%	5%	nt	-3%	-4%[2.36 µM]	9%	7%
NC(=O)N/N=C/c1c(O)ccc2oc3c(c12)CCCC3	nt	-10%[9.22 µM]	12%[10 µM]	nt	2%	nt	nt
Cc1noc(COc2ccccc2OCc2onc(C)c2Cl)c1Cl	?	-2%	26%[10 µM]	-2%	?	-1%	16%
O=C(Nc1ccc(Cl)cc1C(=O)Nc1ccccn1)c1ccco1	-15%	-9%	-20%[10 µM]	2%	2%	-11%	27%[38.3 µM]
C=CCNc1oc(COc2ccc(C)cc2)nc1C#N	10%	-7%	-1%	2%	-3%	-3%	0%[38.3 µM]
O=C(c1ccncc1)N(c1ccc2oc3c(c2c1)CCCC3)S(=O)(=O)c1cccc([N+](=O)[O-])c1	?	?	nt	0%	?	-6%	-3%
CCOC(=O)c1c(NC(=O)Cn2nc(C(F)(F)F)cc2C)sc2c1CCC2	?	-12%	4%[10 µM]	-3%	-6%	-14%	3%
CN(C)c1ccc(NC(=O)c2ccc(Cn3cc([N+](=O)[O-])cn3)cc2)cc1	nt	-24%	-55%[inhibitor]	-1%	-29%	-10%	9%
O=C(CC(C(=O)O)C1CCCO1)Nc1cccc(C(F)(F)F)c1 (centres undefined)	-1%	-1%	-26%[10 µM]	-4%	-3%	-13%	-22%[38.3 µM]
COc1ccc(-n2nc3c(c2NC(=O)c2ccc(S(=O)(=O)N4CCOCC4)cc2)CS(=O)C3)cc1 (centres undefined)	-2%[9.22 µM]	-13%	-2%	-1%	4%	-9%	3%
Nc1cc(S(=O)(=O)Nc2cc(Cl)ccc2Cl)ccc1N1CCCC1	nt	5%[9.22 µM]	2%[10 µM]	nt	-9%	nt	nt
CN(Cc1ccco1)S(=O)(=O)c1ccc2c(c1)CCN2C(=O)CCC(=O)O	-1%	0%	nt	4%	5%	-23%	-12%
COc1cccc(Nc2nc3ccccc3nc2-n2nc(C)cc2C)c1	-8%	-15%	-16%	1%	-1%	-20%	10%[38.3 µM]
CN1CCN(c2ncc3nc(-c4ccc(Cl)cc4)c(=O)n(C)c3n2)CC1	4%	nt	2%	nt	nt	nt	20%
Cc1cccc(-n2nc(C)cc2N)c1	3%	-17%	-5%	-3%	-1%	-1%	-13%[38.3 µM]
CN(c1ccccc1)S(=O)(=O)c1cc(C(=O)OCC(N)=O)ccc1Cl	?	13%	-25%	1%	16%	8%	3%
CCc1ccccc1Nc1nc2ccccc2n1C	-10%[46 µM]	16%	-30%	3%	-3%	7%	17%
Cc1cccc(C)c1NC(=S)N=Nc1c(O)n(C)c2ccc(S(=O)(=O)N3CCOCC3)cc12	0%	-14%	nt	15%	1%	-44%	-9%
Cc1cc(C2C(C#N)=C(N)Oc3n[nH]c(C)c32)c(C)s1 (centres undefined)	-6%	?	10%	0%	-1%	5%	-3%[38.3 µM]
O=C(COC(=O)c1ccccc1NS(=O)(=O)c1cccs1)NCC12CC3CC(CC(C3)C1)C2	-1%	9%	-5%[10 µM]	0%	9%	0%	11%
COc1cccc(NC(=O)CSc2nncn2-c2ccccn2)c1	3%	9%	4%[10 µM]	nt	1%	nt	nt
CS(=O)(=O)N(CC(=O)N1CCN(Cc2ccc3c(c2)OCO3)CC1)c1ccc2c(c1)OCO2	-9%	5%	-7%[0.074 µM]	-1%	7%	-24%	-5%[38.3 µM]
COc1cccc(-n2c(SCC(N)=O)nc3c([nH]c4ccccc43)c2=O)c1	?	-1%	-29%	2%	1%	13µM*	1%[38.3 µM]
CCOC(=O)N1CCN(c2c(-c3ccccc3)c3cc(Cl)ccc3[nH]c2=O)CC1	20%	-3%	12%[0.074 µM]	-8%	-19%	-42%[inhibitor]	3%[38.3 µM]
CC1(C)CNc2cc(N)ccc2S1	14%[9.22 µM]	17%	-41%[inhibitor]	0%	?	6%	23%
C[C@H](NS(=O)(=O)c1ccccc1)C(=O)OCC(=O)NC(=O)Nc1ccc2c(c1)OCCO2	5%	-1%	36%[0.074 µM]	-1%	6%	17%	12%
Nc1nc(Cl)cc(NCCc2ccccc2)n1	-8%[9.22 µM]	-29%	-24%	1%	1%	-9%	5%
C=C(C[C@]1(C(=O)OC)CC2(CC=C(C)C)C(=O)C(C(=O)CC(C)C)=C(O)C(CC=C(C)C)(C1)C2=O)C(=O)OC (some centres undefined)	nt	nt	?	0%	-3%	-21%	12%
COc1cc(/C=C/C(=O)O)cc(S(=O)(=O)NCCCC(=O)O)c1OC	nt	20%[9.22 µM]	19%	4%	-2%	5%	-1%
CCC1=NN(C(=O)c2cccc(Br)c2)C(O)(c2ccc(Br)cc2)C1 (centres undefined)	?	?	6%[10 µM]	0%	14%	-63%[inhibitor]	2%
COc1cccc(C(=O)NC2CCN(C(=O)N3CCCCC3)CC2)c1	0%	-8%	-12%[10 µM]	-1%	1%	7%	-10%[38.3 µM]
CCCNC(=O)c1ccc2c(c1)ncn2-c1ccccc1OC	-13%	-18%	0%[1.9 µM]	-2%	1%	25%	-7%[38.3 µM]
O=C(/C=C/c1ccc(O)cc1)OCc1occc(=O)c1O[C@@H]1OC(CO)[C@@H](O)[C@H](O)[C@@H]1O (some centres undefined)	-5%	-4%	nt	-3%	9%[2.36 µM]	?	-4%
COC(=O)C1=C(C)OC(N)=C(C#N)C1c1cc(C)sc1C (centres undefined)	5%	13%[9.22 µM]	18%	4%	-12%	-22%	45%[activator][38.3 µM]
Cc1ccc(N2C(=O)CC(Sc3ncn[nH]3)C2=O)cc1 (centres undefined)	-4%	-4%	-5%	4%	-2%	1%	-2%[38.3 µM]
CCOC(=O)C1CCCN(C2CCN(Cc3nc(-c4ccccc4)no3)CC2)C1 (centres undefined)	nt	-3%[9.22 µM]	3%[10 µM]	nt	3%	nt	20%
CCCN(CCC)S(=O)(=O)c1ccc(NC(=O)COc2ccccc2)cc1	1%	9%	-9%[10 µM]	-4%	7%	8%	10%[38.3 µM]
C/C(=N\NC(=O)c1ccc2c(c1)OCO2)c1ccco1	8%[46 µM]	-14%	-140%[inhibitor]	?	10%	13µM*	8%
Cc1nnc(N/N=C/c2cc([N+](=O)[O-])c(N3CCC(C)CC3)cc2N2CCC(C)CC2)n1N	?	?	-23%	7%	-21%	-54%[inhibitor]	52%[activator][38.3 µM]
Cc1ccc(NC(=O)c2cc(C)n(-c3ccccc3)c2C)cc1	?	?	-80%[inhibitor][10 µM]	-16%	-16%	-94%[inhibitor]	14%
O=C(COC(=O)c1ccc2[nH]c3c(c2c1)CCCC3)Nc1ccccc1Cl	nt	-19%	-52%[inhibitor]	2%	7%	nt	?
C/C(CC(O)c1ccc2ccccc2n1)=N/O (centres undefined)	4%	15%[9.22 µM]	-10%	2%	5%	2%	-5%[38.3 µM]
CN(C)CCN(Cc1ccc(Cl)cc1)c1ccccn1	?	-8%	-1%[40.3 µM]	-1%	2%	-17%	17%&21%
Cc1ccc(C)c(NC(=S)N(C)CCc2ccccn2)c1	9%	2%	nt	6%	-5%	-10%	-7%
O=C1CSC(c2ccncc2)N1Cc1ccc(F)cc1 (centres undefined)	nt	5%[9.22 µM]	16%[10 µM]	nt	8%	nt	nt
CCN=C1SC(CC(=O)NC2CCCCC2)C(=O)N1CC (centres undefined)	3%	17%	4%[0.074 µM]	0%	4%	14%	14%[38.3 µM]
COc1ccc(-c2cc(OC)c3c(C)oc(C)c3c(=O)c2)cc1OC	?	?	-28%	-3%	-17%	-30%	15%[38.3 µM]
Cc1ccc2nc(SCC(=O)Nc3cc([N+](=O)[O-])ccc3F)[nH]c2c1	?	?	-31%[10 µM]	0%	-5%	-20%	6%

Pulled by structure from the entries so far:
canonical_smiles	LMNA splice mod	HttQ103 aggreg	HTT ATP protect	Luc counter	CBFb RUNX1 block	SMN2 splice up	IMPase Li cell
Cc1noc(COc2ccccc2OCc2onc(C)c2Cl)c1Cl	?	-2%	26%[10 µM]	-2%	?	-1%	16%
COC(=O)C1=C(C)OC(N)=C(C#N)C1c1cc(C)sc1C (centres undefined)	5%	13%[9.22 µM]	18%	4%	-12%	-22%	45%[activator][38.3 µM]
